GLS inh – qHTS for Inhibitors of Glutaminase (GLS); hit rate 0.21% among 410,000; AID 624170, 2012; GLS enzymatic activity, qHTS titration; Glutaminase kidney isoform, mitochondrial (Homo sapiens), O94925; Potency, µM (doses to about 45.5 µM), inactives show at the top dose activity change, negative = inhibition, hits mostly inhibitors; further: potency means the concentration at half of the fitted maximal effect; on the % scale 0 is the no-effect control and ±100 the full control effect
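Assay buffer: 45 mM KH2PO4 pH 8.2, 0.02% Tween-20. hKGA acts on L-glutamine (1 mM solution added); product glutamate is reported by an oxidase/peroxidase Amplex Red coupling, with fluorescence taken at baseline and 30 min.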
BAZ2B inh – qHTS Assay for Inhibitors of BAZ2B; AlphaScreen BAZ2B-H3K14Ac peptide displacement; Bromodomain adjacent to zinc finger domain protein 2B (Homo sapiens), Q9UIF8; AID 504333, 2011; hit rate 4.4% among 360,000; Potency, µM (series often up to 114 µM), without a hit: at the highest dose activity change, negative = inhibition, most hits filed as inhibitors; further: potency means the concentration at half of the fitted maximal effect; on the % scale 0 is the no-effect control and ±100 the full control effect; nearly all actives have a fitted effect of over 60% in size
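In this displacement format the biotinylated H3(5-23) peptide acetylated at Lys14 serves as ligand at 50 nM, with BAZ2B at 50 nM in PBS pH 7.4 containing 0.01% Tween-20. Donor and acceptor beads are 10 ug/mL final.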
Tb PGK inh – qHTS Assay to Find Inhibitors of Phosphoglycerate Kinase. Phosphoglycerate kinase, glycosomal (Trypanosoma brucei brucei), P07378. PGK/GAPDH coupled, Kinase-Glo luminescence, 60 min. Potency, µM (highest dose often 57.5 µM), inactives show at the top dose activity change, negative = inhibition, most hits filed as inhibitors. hit rate 0.043% among 380,000. AID 602233, 2012; further: potency means the concentration at half of the fitted maximal effect; on the % scale 0 is the no-effect control and ±100 the full control effect; nearly all actives have a fitted effect of over 60% in size
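Recombinant glycosomal PGK reaction used 1,3-bisphosphoglycerate generated in-well by GAPDH (100nM final) in 100mM TEA pH 7.6, 5mM MgCl2, 0.01% Tween-20. After 60 minutes at room temperature, ATP was read by Kinase-Glo Plus luminescence end-point.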
Pin1 inh – qHTS Assay to Find Inhibitors of Pin1; Peptidyl-prolyl cis-trans isomerase NIMA-interacting 1 (Homo sapiens), Q13526; Pin1 FP peptide displacement, HiFluor488, 10 min; hit rate 0.009% among 390,000; Potency, µM (series often up to 115 µM), for inactives: at the highest dose activity, negative = inhibition, actives largely listed as inhibitors; active means well fitted inhibition curve with a large enough effect in the polarisation, with a control signal flat, not every such curve was filed as active; inconclusive means small, poorly fitted or top-dose-only effect, or effect the other way, or a change in a side signal; inactive means no such curve, though single readings can be large or run the other way; the % refers to the polarisation; further: potency means the concentration at half of the fitted maximal effect; on the % scale 0 is the no-effect control and ±100 the full control effect
PI4K2A inh – qHTS for small molecular inhibitors of PI4K2A. hit rate 0.13% among 420,000. activity change, negative = inhibition, % at 76.9 µM. Phosphatidylinositol 4-kinase type 2-alpha (Homo sapiens), Q9BTU6. purified PI4K2A, ADP-Glo luminescence, 1 h; active compounds read low; in the data active means activity change below about -50%; inconclusive means mostly about -30% to -49%;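 further: -100% = wells without enzyme as full effect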
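PI4K2A activity was measured by ADP-Glo luminescence: enzyme (4 ug/mL stock) and phosphatidylinositol (1.2 mM stock) in Tris pH 7.5/MgCl2/EGTA/Triton X-100 buffer were reacted with ATP (300 microM stock) for one hour at ambient temperature.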
G9a inh – qHTS Assay for Inhibitors of Histone Lysine Methyltransferase G9a | AID 504332, 2011 | hit rate 8.8% among 350,000 | Potency, µM (doses to about 102 µM), for inactives: at the top dose activity, negative = inhibition, actives largely listed as inhibitors | Histone-lysine N-methyltransferase EHMT2 (Homo sapiens), Q96KQ7 | G9a H3K9 monomethylation, AlphaScreen, 2 h; further: potency means the concentration at half of the fitted maximal effect; on the % scale 0 is the no-effect control and ±100 the full control effect; nearly all actives have a fitted effect of over 75% in size
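Chemiluminescent proximity detection of H3K9 monomethylation, read after 10 min bead incubation in the dark. Reaction: 20 nM G9a, 500 nM biotin-H3K9 peptide, 20 uM SAM cofactor, 2 h, room temperature, following 15 min enzyme-compound preincubation.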
HP1b chromo inh – HTS for Inhibitors of HP1-beta Chromodomain Interactions with Methylated Histone Tails. Potency, µM (titrated, usually from 114 µM), for inactives: top-dose activity change, negative = inhibition, actives largely listed as inhibitors. AlphaScreen HP1-beta / biotin-H3K9me3 peptide binding. Chromobox protein homolog 1 (Homo sapiens), P83916. hit rate 0.56% among 390,000; further: potency means the concentration at half of the fitted maximal effect; nearly all actives have a fitted effect of over 70% in size; inactives centre near 23
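AlphaScreen: HP1-beta (50 nM) preformed 30 min with biotin-H3(1-18)K9me3 peptide (50 nM) in PBS pH 7.4, 0.01% Tween-20. Compound added for 30 min at RT, then streptavidin donor/nickel chelate acceptor beads (10 ug/mL) for 30 min.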
ERG-DNA inh – qHTS for Small Molecule Inhibitors of the ERG Ets/DNA interaction | Transcriptional regulator ERG (Homo sapiens), P11308 | fluorescence polarization, His-ERG Ets domain / labelled DNA | Potency, µM (titrated, usually from 76.9 µM), inactives show at the top dose FP activity, negative = inhibition, actives largely listed as inhibitors | hit rate 0.028% among 370,000; active means well fitted inhibition curve with a large enough effect in the polarisation, with a control signal flat; inconclusive means small, poorly fitted or top-dose-only effect, or effect the other way, or a change in a side signal; inactive means no such curve, though single readings can be large or run the other way; the % refers to the polarisation;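 further: polarization taken with two DNA probes labelled with fluorescein and Texas red; potency means the concentration at half of the fitted maximal effect; % of control where 0% means no effect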
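His-tagged ERG Ets domain (1 uM in the protein solution; 300mM KCl, 50mM Tris-HCl, 1mM EDTA, 1mM DTT, pH 7.5) received compound, then a probe mix of 5 nM fluorescein-DNA and 100nM Texas-615-DNA. Fluorescence polarization was read for both dyes.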
JMJD2A Tudor – qHTS Assay for Inhibitors of JMJD2A-Tudor Domain; AlphaScreen JMJD2A-Tudor / H3K4me3 peptide binding; Potency, µM (series often up to 114 µM), without a hit: at the top dose activity change, negative = inhibition, actives largely listed as inhibitors; hit rate 4.4% among 390,000; further: potency means the concentration at half of the fitted maximal effect; on the % scale 0 is the no-effect control and ±100 the full control effect; nearly all actives have a fitted effect of over 50% in size
Target sequence (O75164 whole entry, looked up, the tested form may be a part): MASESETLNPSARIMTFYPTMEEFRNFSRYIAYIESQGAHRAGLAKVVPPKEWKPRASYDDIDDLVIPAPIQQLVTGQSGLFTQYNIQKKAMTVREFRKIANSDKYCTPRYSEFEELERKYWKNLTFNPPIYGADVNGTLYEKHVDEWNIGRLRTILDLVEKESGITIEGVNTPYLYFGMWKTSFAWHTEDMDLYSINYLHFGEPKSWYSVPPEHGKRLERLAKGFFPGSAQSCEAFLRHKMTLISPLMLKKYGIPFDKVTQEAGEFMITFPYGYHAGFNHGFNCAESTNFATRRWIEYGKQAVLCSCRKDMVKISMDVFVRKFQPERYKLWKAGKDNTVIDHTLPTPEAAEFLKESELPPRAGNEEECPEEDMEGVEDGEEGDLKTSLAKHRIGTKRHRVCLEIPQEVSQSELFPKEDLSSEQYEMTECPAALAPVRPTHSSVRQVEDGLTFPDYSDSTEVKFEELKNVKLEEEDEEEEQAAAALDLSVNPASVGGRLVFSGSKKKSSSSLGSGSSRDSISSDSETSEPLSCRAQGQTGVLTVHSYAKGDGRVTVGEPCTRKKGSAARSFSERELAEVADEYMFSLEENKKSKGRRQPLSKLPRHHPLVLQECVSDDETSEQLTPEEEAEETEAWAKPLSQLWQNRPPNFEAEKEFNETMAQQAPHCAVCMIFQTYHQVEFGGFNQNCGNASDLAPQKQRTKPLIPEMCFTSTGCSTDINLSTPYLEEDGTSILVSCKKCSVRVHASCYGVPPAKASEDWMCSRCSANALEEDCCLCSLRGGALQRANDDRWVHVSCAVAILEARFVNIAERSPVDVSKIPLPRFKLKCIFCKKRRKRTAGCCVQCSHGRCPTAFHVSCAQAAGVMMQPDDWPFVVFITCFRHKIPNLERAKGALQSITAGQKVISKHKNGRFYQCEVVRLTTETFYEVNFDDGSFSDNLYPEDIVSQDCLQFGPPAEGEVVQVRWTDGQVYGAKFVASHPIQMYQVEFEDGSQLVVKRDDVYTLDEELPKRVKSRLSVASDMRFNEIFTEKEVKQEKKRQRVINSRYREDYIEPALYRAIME
An asterisk follows results filed as active; i = inactive; ? = inconclusive; . = not tested or not shown; [ ] = another dose, or the depositor's remark. Unless noted, the call rests on the fitted dose curve; in most records, active means well fitted curve in the direction sought with a large enough effect; inconclusive means small, poorly fitted or top-dose-only effect, or another doubt; inactive means no such curve, though single readings can be large; an effect the other way counts as inactive or inconclusive.

SMILES	GLS inh	BAZ2B inh	Tb PGK inh	Pin1 inh	PI4K2A inh	G9a inh	HP1b chromo inh	ERG-DNA inh	JMJD2A Tudor
CCc1ccc(C(C)NC(=O)COC(=O)c2ccc(-n3cnnn3)cc2)cc1 (stereo unspecified)	0%	.	i	19%	3	.	13%	4%	-23%
O=C(CNC(=O)c1ccc(F)cc1)OCc1cc(=O)n2nc(C3CCCCC3)sc2n1	1%	3%	-1%	5%	-3	6%[59 µM]	72%[activator]	-4%	-6%
O=C(O)CCc1ccc(-c2ccc(F)cc2)n1CC1CCCO1 (stereo unspecified)	29%	-6%	1%	-1%	-4	?	7%	2%	-24%
CCC(C)(C)NC(=O)C(c1ccc(OC)cc1)N(Cc1ccc(OC)cc1)C(=O)CCC(=O)Nc1cc(C)on1 (stereo unspecified)	1%	0%	4%	0%	-1	?	32%	3%	-4%
CC(=O)Nc1c(C(=O)C2CC2)oc2ccccc12	2%	9%	-2%	-5%	-6	5%[12.7 µM]	30%	-2%	-5%
CCOc1cc(/C=N/NC(=O)c2c(-c3ccccc3)noc2C)ccc1O	21%	7%	-8%	-3%	7	28%	42%[activator]	5%	-3%
Cc1coc2c(C)c3oc(=O)c(CCC(=O)N4C[C@H]5C[C@@H](C4)c4cccc(=O)n4C5)c(C)c3cc12	3%	-26%	8%	?	-1	2%[12.7 µM]	16%	-7%	-20%
COc1ccc(OC)c(C2C3=C(N=C4SCC(=O)N42)c2ccccc2CC3)c1 (stereo unspecified)	-2%	50µM*	-1%	40%[activator]	?	?	11%	0%	?
CC(=O)/C(=C/c1ccc(N(C)C)cc1)C(=O)c1ccccc1	0%	?	0%	17%	2	?	-16%	-5%	-30%
O=C(Cn1c(=O)sc2ccccc21)NCc1ccco1	10%	12%	3%	-7%	-4	17%	24%	6%	-4%
CCN(CC)S(=O)(=O)c1ccc(N2CCOCC2)c(NC(=O)c2cnccn2)c1	2%	-7%	11%	5%	1	-37%	31%	-8%	-18%
COCCNC(=O)c1ccc2c3n(nc2c1)-c1ccc(Cl)cc1CO3	-1%	8%	i	1%	-2	13%[12.7 µM]	44%[activator]	-4%	-4%
c1ccc(Cn2nnc3c(NCc4ccc5c(c4)OCO5)nc(C4CC4)nc32)cc1	-4%	1%	3%	-7%	2	-9%[59 µM]	15%	5%	-8%
N#C/C(=C\N1CCOCC1)c1ccccc1	7%	1%	.	-9%	-1	38%[12.7 µM]	14%	.	-10%
Nc1nc(COC(=O)C2CCN(C(=O)c3ccc(Cl)cc3)CC2)nc(Nc2ccccc2)n1	1%	-10%	-1%	-4%	1	5%[59 µM]	40%[activator]	-10%	-26%
O=C(COC(=O)c1cc(S(=O)(=O)N2CCOCC2)c(Cl)cc1Cl)NCc1ccco1	-20%	.	-14%	2%	-1	.	?	0%	?
Nc1c(-c2nc(-c3ccc(Cl)cc3)no2)nnn1-c1ccc(C(F)(F)F)c(Cl)c1	0%	-31%	-4%	0%	1	-9%[59 µM]	34%	7%	-17%
O=[N+]([O-])c1ccccc1CNC1CCCc2ccccc21 (stereo unspecified)	3%	56µM*	-7%	-10%	0	?	?	-2%	28µM*
O=C(c1cccs1)N1CCCC(N2CCN(c3cccc(C(F)(F)F)c3)CC2)C1 (stereo unspecified)	0%	-29%	1%	0%	-4	-1%	3%	-4%	-19%
COc1ccc(CCNC(=O)c2cc3sccc3n2Cc2ccc(Cl)cc2)cc1OC	-1%	-25%	i	?	-5	-8%[59 µM]	19%	-1%	?
Cc1nnc(NC(=O)CCC(=O)NCc2ccco2)s1	9%	?	-2%	0%	-9	?	9%	0%	-4%
COc1ccc(NC(=O)CN2C(=O)CSc3ccc(S(=O)(=O)N(C)C)cc32)cc1OC	16%	-29%	-1%	0%	0	-18%[59 µM]	-1%	-1%	-17%
O=c1c2ccccc2c(C=Nc2cccc(S(=O)(=O)NCc3ccco3)c2)c(O)n1-c1ccc(Cl)cn1	21%	27%	2%	?	0	28µM*	-11%	1%	-14%[57.1 µM]
CSc1ccccc1C(=O)N1CCC(CCC(=O)NC2CC2)CC1	0%	-17%	4%	1%	2	68%[activator]	34%	2%	2%
O=C(NCCc1ccccc1)C(=O)NCC(c1cccnc1)N1CCN(c2ccccc2F)CC1 (stereo unspecified)	1%	-21%	7%	-6%	-1	-4%[59 µM]	13%	-7%	-7%
Cn1c(Cc2ccccc2)nnc1SCC(=O)N1CCCCC1	-10%	4%	-7%	-10%	4	1%[59 µM]	27%	3%	-12%
Cc1cccc(N2CCN(C(=O)c3cnn(-c4ccccc4Cl)c3C3CCN(C(=O)OC(C)(C)C)CC3)CC2C)c1 (stereo unspecified)	-5%	-2%[57.1 µM]	-9%	6%	-1	?	-22%	0%	-34%
CCOc1ccc(S(=O)(=O)N(C)CC(=O)NCc2ccc3c(c2)OCO3)cc1	0%	-16%	-7%	5%	5	-11%	19%	10%	-11%
CCOCCn1ccc2c(OCC(=O)Nc3cc(OC)ccc3OC)cccc2c1=O	3%	-32%	-7%	1%	2	-5%	23%	-5%	-9%
Cc1nn(Cc2c(F)c(F)c(F)c(F)c2F)c(C)c1NC(=O)c1c([N+](=O)[O-])c(C)nn1C	-2%	-5%	-5%	4%	1	4%[59 µM]	29%	3%	-6%
Cc1ccc(N2CC(NC(=O)c3ccc(Br)o3)CC2=O)cc1C (stereo unspecified)	4%	-7%	5%	-3%	3	6%[59 µM]	10%	8%	-8%
c1csc(CNc2ncnc3nc[nH]c23)c1	-1%	5%	-2%	-1%	-5	8%	42%[activator]	-7%	-9%
Cc1c(Cl)cccc1NC(=O)Cn1cccc1	-4%	?	i	-3%	2	?	-6%	-5%	-25%
CC(C)(C)SCCNC(=O)CN(c1ccc(F)cc1)S(C)(=O)=O	0%	41%[activator]	i	-8%	-4	50%[59 µM]	14%	3%	-26%
CCNC(=S)Nc1ccccc1-c1ccccc1	0%	2%	-7%	4%	0	8%[59 µM]	20%[57 µM]	-6%	-3%
COc1ccc(N2CCN(C(=O)CCN3C(=O)c4ccccc4S3(=O)=O)CC2)cc1	31%[activator]	1%	i	-7%	6	-40%	7%	9%	-15%
CCc1nnc(NC(=O)CSc2nc(C)nc3c2c(=O)n(C)c(=O)n3C)s1	6%	2%	0%	-12%	-1	80%[activator]	25%	4%	-9%
CCCn1c(SCC(=O)Nc2ccccc2C(=O)OC)nc2c1c(=O)n(C)c(=O)n2C	.	-4%	i	?	0	?	26%	-14%	0%
O=c1c2c(-c3ccccc3)csc2ncn1/N=C/c1cccc([N+](=O)[O-])c1O	34%[activator]	50µM*	0%	?	6	40µM*	-16%	19%	79µM*
O=C(CSc1n[nH]c(-c2ccccc2)n1)Nc1ncccn1	?	-36%	i	?	-1	?	37%	-5%	0%

Six compounds drawn at random from the list so far:
SMILES	GLS inh	BAZ2B inh	Tb PGK inh	Pin1 inh	PI4K2A inh	G9a inh	HP1b chromo inh	ERG-DNA inh	JMJD2A Tudor
c1csc(CNc2ncnc3nc[nH]c23)c1	-1%	5%	-2%	-1%	-5	8%	42%[activator]	-7%	-9%
Cc1nn(Cc2c(F)c(F)c(F)c(F)c2F)c(C)c1NC(=O)c1c([N+](=O)[O-])c(C)nn1C	-2%	-5%	-5%	4%	1	4%[59 µM]	29%	3%	-6%
CCCn1c(SCC(=O)Nc2ccccc2C(=O)OC)nc2c1c(=O)n(C)c(=O)n2C	.	-4%	i	?	0	?	26%	-14%	0%
Cc1ccc(N2CC(NC(=O)c3ccc(Br)o3)CC2=O)cc1C (stereo unspecified)	4%	-7%	5%	-3%	3	6%[59 µM]	10%	8%	-8%
CSc1ccccc1C(=O)N1CCC(CCC(=O)NC2CC2)CC1	0%	-17%	4%	1%	2	68%[activator]	34%	2%	2%
CCOCCn1ccc2c(OCC(=O)Nc3cc(OC)ccc3OC)cccc2c1=O	3%	-32%	-7%	1%	2	-5%	23%	-5%	-9%
